# Compound activity as filed in PubChem.
# LDHA block – LDHA (human) enzyme inhibition; activity change, % (values are at about 110 or 230 µM); 0.15% of 480,000 active; purified LDHA, NADH/diaphorase-resazurin fluorescence; stronger effect = lower value; P00338; AID 1347041; in the data active means activity change below about -30%; inconclusive means mostly about -25% to -30%;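 further: plate controls were DMSO wells for no effect and wells without enzyme for full effect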
#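 Resorufin fluorescence (ex540/em590), read at 0 and 20 min after diaphorase/resazurin addition, reports the NADH left after a 5 min room-temperature reaction of 2 nM human LDH5 with 0.06 mM NADH and 0.2 mM pyruvate.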
# D1 ag – human D1 receptor agonism; 1% of 360,000 active; P21728; activation, % at 2 µM; HEK293 T-REx D1 cells, calcium flux, agonist mode; in the data active means activation above about 30%; further: 0% is about no effect
#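 Inducible HEK293 T-REx D1 cells, force-coupled to calcium signalling, were plated at 4000 cells/well with tetracycline and held overnight at 30 C. After no-wash calcium dye loading, compound-evoked calcium rise over 180 s flagged agonists.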
# D1 PAM – potentiators of human D1 dopamine receptor. P21728. HEK293 TREx D1 cells, calcium flux, dopamine EC20 potentiation. potentiation, % at 10 µM. 0.036% of 360,000 active; in the data active means potentiation above about 30%; further: 0% is about no effect
# D2 potentiator – positive allosteric modulators of human D2 dopamine receptor. P14416. HEK293 T-REx D2, calcium flux, EC20 dopamine potentiation. potentiation, % at 10 µM. 0.34% of 340,000 active;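 active means potentiation over 3 SD above the plate norm, cut at about 30% in these data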; further: 0% is about no effect
# Target sequence (P14416 whole entry, looked up): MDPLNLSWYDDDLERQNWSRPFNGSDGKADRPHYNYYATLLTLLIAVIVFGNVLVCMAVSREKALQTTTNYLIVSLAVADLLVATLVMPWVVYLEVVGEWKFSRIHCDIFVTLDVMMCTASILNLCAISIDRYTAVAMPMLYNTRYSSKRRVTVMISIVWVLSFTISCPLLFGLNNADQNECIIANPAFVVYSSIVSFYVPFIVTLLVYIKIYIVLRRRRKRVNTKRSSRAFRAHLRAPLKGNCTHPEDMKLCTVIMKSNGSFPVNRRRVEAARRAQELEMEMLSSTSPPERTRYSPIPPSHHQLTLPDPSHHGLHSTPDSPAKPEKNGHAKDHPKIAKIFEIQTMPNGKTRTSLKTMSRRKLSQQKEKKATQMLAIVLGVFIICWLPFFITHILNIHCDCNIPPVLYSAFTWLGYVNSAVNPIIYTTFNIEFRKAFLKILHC
#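 Potentiation of an EC20 dopamine calcium response is measured in a force-coupled, tetracycline-inducible Hek293 Trex D2 line. Compound-only kinetic reads over 180 s flag agonists before dopamine addition.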
# Vif-APOBEC3G blk – inhibitors of Vif-APOBEC3G interaction. Q9HC16. HeLa A3G-eYFP + Vif (tagged APOBEC3G with the HIV-1 protein that degrades it), YFP fluorescence, overnight. Potency, µM (doses to about 46.1 µM), inactives show at the highest dose activity, negative = active, usual class: inhibitors. 0.076% of 410,000 active;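 further: potency means the concentration at half of the fitted maximal effect; on the % scale 0 is the no-effect control and ±100 the full control effect; nearly all actives have a fitted effect of over 60% in size; hits raise eYFP signal because A3G escapes Vif-driven loss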
# Target sequence (Q9HC16 whole entry, looked up): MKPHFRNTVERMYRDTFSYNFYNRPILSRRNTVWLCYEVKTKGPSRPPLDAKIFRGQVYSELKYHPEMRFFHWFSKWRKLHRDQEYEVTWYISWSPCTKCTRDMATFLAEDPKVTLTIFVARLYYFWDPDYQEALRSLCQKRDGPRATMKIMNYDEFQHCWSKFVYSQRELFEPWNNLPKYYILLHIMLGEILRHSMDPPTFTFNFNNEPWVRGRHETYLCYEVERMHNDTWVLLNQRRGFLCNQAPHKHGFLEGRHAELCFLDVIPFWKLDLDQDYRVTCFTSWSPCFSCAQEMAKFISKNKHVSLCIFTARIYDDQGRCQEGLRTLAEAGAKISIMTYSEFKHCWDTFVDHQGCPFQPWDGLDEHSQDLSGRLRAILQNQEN
#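 Read-out is eYFP fluorescence (Ex 488/Em 500-530) from Vif-expressing HeLa A3G-eYFP cells; more signal means A3G escaped Vif-mediated degradation. Cells plated overnight, compound pinned in, incubated overnight at 37 deg C.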
# RXFP1 ag – activates the human relaxin receptor RXFP1. HEK293T-RXFP1 cAMP TR-FRET, 30 min; response scale: percent of porcine relaxin response, buffer zero. Potency, µM (top dose mostly 57.5 µM), without a hit: at the highest dose activation, usual class: activators. 0.3% of 370,000 active; further: potency means the concentration at half of the fitted maximal effect; on the % scale 0 is the no-effect control and ±100 the full control effect; nearly all actives have a fitted effect of over 60% in size; many of its hits are not listed in these tables
#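 HEK293 cells stably expressing RXFP1, treated 30 min at 37C with compounds plus PDE4 inhibitor Ro 20174; cAMP measured by HTRF TR-FRET. Normalized to buffer and 29 nM porcine relaxin; EC50 by Hill fit.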
# Vif-APOBEC3F blk – inhibitors of Vif-A3F interaction; HeLa A3F-eYFP + Vif (tagged APOBEC3F with the HIV-1 protein that degrades it), YFP fluorescence increase; Potency, µM (titrated, usually from 46.1 µM), for inactives: at the top dose activity, negative = active; 0.2% of 390,000 active; further: potency means the concentration at half of the fitted maximal effect; % of control where 0% means no effect; nearly all actives have a fitted effect of over 65% in size
#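 HeLa cells stably expressing A3F-eYFP plus Vif, plated and incubated overnight at 37 deg C, then exposed to compounds overnight at 37 deg C. Blocked degradation read as raised yellow fluorescence (Ex 488/Em 500-530).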
# D1 antag – antagonists of human D1 dopamine receptor. P21728. HEK293 TREx D1 cells, calcium flux, dopamine EC80; stronger effect = lower value. activity change, negative = inhibition, % at 10 µM. 3.2% of 360,000 active. AID 504652; in the data active means activity change below about -30%; further: on the % scale 0 is the no-effect control and ±100 the full control effect
#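 Compound effects on dopamine-evoked calcium signalling were measured in tetracycline-induced HEK293 Trex D1 cells. Dopamine at EC80 followed a 180 s compound pre-read, and fluorescence was tracked kinetically for 180 s more.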
# Glioma ERSR ind – induces the endoplasmic reticulum stress response in human glioma cells; Potency, µM, for inactives: top-dose activation, actives largely listed as activators; U87-MG GRP78 promoter luciferase reporter, 16 h; 0.02% of 420,000 active; further: potency means the concentration at half of the fitted maximal effect; series mostly up to about 76 µM; % of control where 0% means no effect; nearly all actives have a fitted effect of over 35% in size
#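 Stably transfected U87-MG human glioma cells carrying a GRP78-based luminescent sensor were seeded at 1000 cells/well, pin-dosed with compounds and incubated 16 h. Luciferase reagent was then added, and end-point luminescence was read after 10 min at room temperature.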
# Numbers without * were called inactive; ? = inconclusive; / = no result given; & = joins results of further samples. Unless noted, the call rests on the fitted dose curve; in most records, active means well fitted curve in the direction sought with a large enough effect; inconclusive means small, poorly fitted or top-dose-only effect, or another doubt; inactive means no such curve, though single readings can be large; an effect the other way counts as inactive or inconclusive. A portion of the library. The share of hits here may be higher or lower than overall.
SMILES,LDHA block,D1 ag,D1 PAM,D2 potentiator,Vif-APOBEC3G blk,RXFP1 ag,Vif-APOBEC3F blk,D1 antag,Glioma ERSR ind
CC1(CCC#N)N=C(SCCC#N)N(c2ccccc2)C1=O (stereo not given),-9,4,4,-2,0%,0.9%,-3%,-3,0%
COC(OC)c1ccc(C#N)c(=O)[nH]1,-3,1,-1,12,0%,3.2%,16%,12,-3%
O=C(OCC(=O)N1CCCc2ccccc21)c1ccc(S(=O)(=O)C(F)F)cc1,-4,1,-2,-3,-2%,1.2%,4%,14,-6%
Cc1ncc(S(=O)(=O)C(C)(C)C)c(N)n1,-1,0,1,-5,-3%,2.8%,11%,-1,-6%
Cc1ccc2nc(-c3ccc(F)cc3)nc(SCC(=O)NCC3CCCO3)c2c1 (stereo not given),-3,2,-3,6,-3%,-2.9%,0%,-1,-2%
COC(=O)/C(=C/c1cn(C)c2ccccc12)[N+](=O)[O-],/,8,1,8,/,0.1%,/,14,/
COCCN(C(=O)COC(=O)C1CC1)c1c(N)n(Cc2ccccc2)c(=O)[nH]c1=O,-6,1,-5,20,1%,2.0%,6%,2,-7%
OC(c1ccccc1)C(NCCNCc1ccccc1)c1ccccc1 (stereo not given),-7,/,/,/,6%,/,0%,/,-5%
COc1ccc(/C=N/Nc2cc(=O)n(C)c(=O)n2C)cc1OC,8,0,-10,-14,-1%,2.9%,2%,-1,5%
CC(CNC1CCCCC1)OC(=O)c1ccccc1 (stereo not given),-9,-1,-4,-8,0%,0.9%,-5%,2,-1%
Cc1cccc(CSc2nc3ccncc3n2CC(=O)N(C)C2CCCCC2)c1,-17,-1,-2,-5,2%,26%,1%,-4,0%
CCn1c(C)cc(C(=O)CSc2nnc(-c3ccco3)o2)c1C,-3,9,/,-1,-3%,1.6%,-2%,13,3%
CCOc1cc(/C=C2/C(=N)N3C=CSC3=NC2=O)ccc1OCCCOc1ccccc1C,-3,0,-12,3,-26%,-0.2%,-1%,5,2%
CCCCCN1CC(=O)N2Cc3[nH]c4ccccc4c3C[C@H]2C1=O,-8,5,-2,4,1%,2.4%,-7%,-5,-4%
CNC(=O)C(=O)NCC1OCCN1S(=O)(=O)c1ccc(C)cc1 (stereo not given),-3,1,5,-13,2%,-0.5%,-15%,13,-5%
COc1cc(OC)cc(C(=O)Nc2ccn(C)n2)c1,-4,0,-9,13,-1%,-1.5%,-6%,-6,3%
CCN(CC(=O)Nc1ccc(OC)cc1)C(=O)Cc1coc2cc(C)c(C)cc12,-1,1,-3,-12,-8%,3.4%,-14%,-10,-6%
CCOc1cc(C)cc2oc(=O)cc(-c3ccccc3)c12,3,2,7,/,-5%,1.7%,2%,13,0%
Cc1ccc2oc(=O)cc(CN3CCN(C/C=C/c4ccccc4)CC3)c2c1,-9,6,-2,-18,-3%,0.2%,-10%,24,-10%
CCN1C(=O)/C(=C/c2cc(C)n(C)c2C)SC1=Nc1ccc(OC)cc1,-5,2,0,7,-8%,-0.2%,0%,-3,0%
CN(c1ccccc1C(=O)N1CCN(Cc2ccc3c(c2)OCO3)CC1)S(C)(=O)=O,-4,0,6,/,-3%,-0.5%,-2%,5,-3%
CCOC(=O)c1nnn(CC(=O)Nc2cccc(Cl)c2C)c1C(=O)OCC,3,5,-10,-4,-5%,0.8%,6%,-9,-3%
CCOC(=O)N/N=C/c1ccccc1OCc1ccc(Cl)cc1,-3,5,-6,-9,-5%,1.8%,-9%,5,3%
COc1cc(OC)nc(NC(=O)C(C)C)n1,-11,3,-2,10,0%,1.4%,0%,-2,-2%
COc1ccc(CC(=O)Oc2ccccc2Cl)cc1S(=O)(=O)N1CCOCC1,4,4,-2,-5,1%,-0.8%,15%,9,0%
CC(=O)C1CCC2C3CC=C4N(C)C(=O)CCC4(C)C3CCC12C (stereo not given),-11,/,/,/,3%,/,-8%,/,0%
CC(=O)Nc1ccc(SCC(=O)Nc2cc(C(C)(C)C)nn2-c2ccccc2)cc1,-9,2,0,14,2%,0.5%,0%,2,-5%
Cc1cc(=O)n2c(n1)NC(Nc1cccc(C)c1C)=NC2c1ccc(F)cc1 (stereo not given),-5,1,0,-4,0%,-1.3%,6%,-5,-5%
CC(C)(C)c1ccc(C(=O)Nc2nnc3n2CCS3)cc1,1,0,-3,-9,2%,0.6%,?,12,-9%
CCCN(CCC)CCNC(=O)C1CCN(Cc2nc(-c3ccc(Cl)cc3)oc2C)CC1,-6,7,-5,-11,2%,-2.3%,-1%,-24,-2%
CCn1cc(C(=O)NCCc2ccc(C)cc2)c(=O)c2cc(S(=O)(=O)N3CCCCC3)ccc21,1,-1,1,15,5%,4.4%,1%,3,-3%
Cc1cccc(C)c1NC(=O)C(C)Sc1nnc(C)n1CC1CCCO1 (stereo not given),-4,1,-2,/,-5%,-1.1%,-15%,13,-2%
O=C(CCNC(=O)C1CCN(S(=O)(=O)c2ccc(F)cc2)CC1)NCc1cccc(Cl)c1,-4,2,14,18,1%,-0.9%,4%,-9,-3%
C=C(C)C(=O)N1CC2(CC(c3cccc(NC(=O)COc4ccc(Cl)cc4)c3)=NO2)C[C@@H]1C(N)=O (stereo not given in full),0,1,-3,-2,-2%,1.4%,1%,17,-5%
Cc1cccc(C2c3[nH]c4ccccc4c3CCN2C(=O)c2cc3c([nH]c2=O)CCCC3)n1 (stereo not given),0,4,-1,-5,-5%,-1.7%,-4%,11,-3%
O=C(Cn1c(=O)sc2ccccc21)Nc1ccccc1,-2,1,-8,-10,2%,1.1%,/,-10,-1%
O=C(Nc1ccc(N2CCN(C(=O)c3ccccc3)CC2)cc1)c1ccc([N+](=O)[O-])o1,4,2,-6,23,?,3.1%,-2%,-8,-15%
COC(=O)c1ccc(CNC(=O)c2ccc(S(=O)(=O)N3CCCCCC3)cc2)cc1,-10,/,/,/,-2%,/,1%,/,-4%
NS(=O)(=O)c1ccc(CNC(=O)c2cc(=O)c3ccccc3o2)cc1,-8,1,2,0,5%,12%,19%,-5,-5%
COc1ccc(-c2cc(C(=O)N(C)Cc3ccccc3)c3ccccc3n2)cc1,1,7,-1,12,1%,2.5%,3%,4,-8%
COc1ccccc1CNC(=O)c1c(-c2ccccc2Cl)noc1C,1,0,-3,-8,1%,-0.7%,1%,5,-2%
COc1ccc(/C=N/NC(=O)c2[nH]c(C)c(C(=O)N/N=C/c3ccc(OC)cc3)c2C)cc1,2,5,-2,-4,3%,-0.4%,-15%,-9,-3%
COc1ccc(C(=O)Nc2ccccc2C(=O)NC(Cc2ccc(O)cc2)C(=O)NNC(=O)c2ccccc2Cl)cc1 (stereo not given),-8,6,9,-7,-5%,-1.6%,3%,-4,4%
COc1ccc(NC(=O)CSc2nnc(Cn3cnc([N+](=O)[O-])n3)n2C)cc1,9,0,-1,-3,3%,0.7%,?,14,-4%
CS(=O)(=O)N(CC(=O)N1CCc2ccccc2C1)Cc1ccccc1,5,1,-7,-4,-1%,-0.2%,0%,-12,-4%
O=C1CN(C(=O)COC(=O)c2ccc(C(F)(F)F)cc2)c2ccccc2N1,-3,/,/,/,0%,/,6%,/,-3%
COc1ccc(CCNC(=O)CCCNC(=O)Cn2cnc3sc(C)c(C)c3c2=O)cc1OC,-2,0,-1,12,-11%,12%,?,-18,-2%
O=C(C1CCCCN1S(=O)(=O)c1ccccc1)N1CCCCC1 (stereo not given),-1&0,-1,0,27,-1%,0.8%,1%,14,-3%

# The closing 2 entries of the part above are carried over, then new ones follow:
SMILES,LDHA block,D1 ag,D1 PAM,D2 potentiator,Vif-APOBEC3G blk,RXFP1 ag,Vif-APOBEC3F blk,D1 antag,Glioma ERSR ind
COc1ccc(CCNC(=O)CCCNC(=O)Cn2cnc3sc(C)c(C)c3c2=O)cc1OC,-2,0,-1,12,-11%,12%,?,-18,-2%
O=C(C1CCCCN1S(=O)(=O)c1ccccc1)N1CCCCC1 (stereo not given),-1&0,-1,0,27,-1%,0.8%,1%,14,-3%
COc1cc2[nH]c(=O)n(Cc3ccc(C(=O)NCc4ccccc4)cc3)c(=O)c2cc1OC,-5,1,3,17,-16%,1.5%,-7%,47,-4%
CN(CC(=O)Nc1ccccc1Br)C(=O)c1ccccc1OCc1ccc(Cl)cc1,1,/,/,/,1%,/,2%,/,-4%
CCOC(=O)[C@H]1[C@H]2COc3ccc(Cl)cc3[C@@H]2N2C(=O)c3cc(Cl)ccc3NC(=O)[C@@]12C,-5,6,6,4,-13%,-0.6%,-2%,15,0%
O=S(=O)(Nc1cccnc1)c1ccc(Cl)c(C(F)(F)F)c1,-1,1,-7,-14,-6%,2.6%,-6%,-38*,-3%
O=C(COCc1cc(-c2cccs2)on1)NCc1cccc(Cl)c1,2,8,-1,2,1%,7.6%,-11%,-21,-5%
O=C(NCc1ccccc1Cl)C1CC(=O)N(Cc2ccccc2)C1 (stereo not given),-6,-4,0,-6,4%,1.7%,2%,12,1%
Cc1ccc2[nH]c3c(=O)n(Cc4ccncc4)cnc3c2c1,-3,2,-2,15,4%,5.5%,12%,5,-2%
CCN(CC)C(=O)c1sc(NC(=O)Cc2ccc(OC)cc2)c(C#N)c1C,-4,-1,-2,-3,2%,-1.6%,-2%,-14,-2%
COc1ccc(-c2nnc(CSc3nnc(-c4ccncc4)n3C3CCCCC3)o2)cc1OC,4,0,9,-14,0%,0.7%,-12%,6,-3%
CCc1cccc(NC(=O)CN(c2ccc(C)cc2)S(=O)(=O)c2cccs2)c1,-1,12,-2,-3,-3%,2.4%,4%,10,-2%
CCCN1CCN(C(=O)Cn2c(=O)oc3cc(S(=O)(=O)NCc4ccccc4)ccc32)CC1,-2,2,-2,7,3%,-0.2%,-2%,-3,-3%
N#Cc1nn(-c2ccccc2)nc1N1CCCCC1,0,4,6,-4,-7%,4.7%,-1%,11,2%
Cc1ccc(N2CC(c3nc4ccccc4n3C)CC2=O)cc1 (stereo not given),-10,2,-4,-8,4%,0.4%,1%,5,1%
COc1ccc(OCc2nnc(SCC(=O)NNC(=O)c3ccc(C)cc3)n2C)cc1,-4,1,-5,-4,1%,-0.1%,-7%,8,-5%
